# PREPL inhibitor: inhibits the human prolyl oligopeptidase-like enzyme; Q4J6C6; 0.68% of 320,000 active; inhibition, % at 5.96 µM; AID 2751; recombinant PREPL, fluorescence polarization activity-based probe; in the data active = inhibition above about 43%;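 note: 0% = enzyme with DMSO and 100% = wells lacking enzyme; many of its hits are not listed in these tables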
# GSTO1 counter: blocks human GSTO1 in RBBP9 counter-screen; P78417; recombinant GSTO1, activity-based probe fluorescence polarization; inhibition, % at 5.96 µM; 1.1% of 300,000 active; AID 1974;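 active = inhibition above the campaign mean inhibition plus 3 SD, cut at about 35% in these data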;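 note: 0% = GSTO1-1 with DMSO and 100% = wells lacking GSTO1-1 enzyme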
# PAFAH1B2 FP inh: PAFAH1B2 (human) inhibition. P68402. recombinant PAFAH1B2, FP-rhodamine activity probe, fluorescence polarization. inhibition, % at 3.39 µM. 1.2% of 340,000 active;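 active = inhibition above the mean of all tested compounds plus 3 SD, cut at about 24% in these data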;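 note: 0% = enzyme with DMSO and 100% = wells lacking PAFAH1B2; many of its hits are not listed in these tables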
# pPAFAH FP inh: pPAFAH (human) enzyme inhibition | 1.5% of 330,000 active | inhibition, % at 3.39 µM | recombinant pPAFAH, FP-rhodamine probe fluorescence polarization | Q13093 | AID 463082;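 active = inhibition above the mean inhibition across the screen plus 3 SD, cut at about 25% in these data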;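 note: inhibitors block binding of the rhodamine activity-based probe so polarization drops; 0% = enzyme with DMSO and 100% = wells lacking pPAFAH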
# Target sequence (Q13093 whole entry, looked up): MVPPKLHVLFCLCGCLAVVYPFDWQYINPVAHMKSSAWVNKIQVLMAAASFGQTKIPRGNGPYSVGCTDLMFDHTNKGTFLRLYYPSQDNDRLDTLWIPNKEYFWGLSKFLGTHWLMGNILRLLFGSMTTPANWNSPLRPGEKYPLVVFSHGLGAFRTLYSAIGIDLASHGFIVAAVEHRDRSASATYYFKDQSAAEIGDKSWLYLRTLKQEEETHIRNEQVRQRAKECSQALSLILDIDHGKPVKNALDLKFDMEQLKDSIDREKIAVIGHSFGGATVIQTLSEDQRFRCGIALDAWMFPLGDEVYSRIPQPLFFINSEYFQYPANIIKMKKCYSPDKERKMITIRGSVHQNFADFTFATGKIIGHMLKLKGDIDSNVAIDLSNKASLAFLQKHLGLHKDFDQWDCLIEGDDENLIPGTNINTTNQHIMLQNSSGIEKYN
# LYPLA1 counter: counter-screen for PME1 inhibitors: inhibitors of human LYPLA1; recombinant LYPLA1, FP-Rh probe fluorescence polarization; inhibition, % at 5.9 µM; 0.16% of 320,000 active;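 active = inhibition above the mean of all tested compounds plus 3 SD, set per campaign, cut at about 14% in these data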;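 note: inhibitors block serine hydrolase probe labeling of LYPLA1 so polarization falls; 0% = enzyme with DMSO and 100% = wells lacking LYPLA1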
# Target sequence (O75608 whole entry, looked up): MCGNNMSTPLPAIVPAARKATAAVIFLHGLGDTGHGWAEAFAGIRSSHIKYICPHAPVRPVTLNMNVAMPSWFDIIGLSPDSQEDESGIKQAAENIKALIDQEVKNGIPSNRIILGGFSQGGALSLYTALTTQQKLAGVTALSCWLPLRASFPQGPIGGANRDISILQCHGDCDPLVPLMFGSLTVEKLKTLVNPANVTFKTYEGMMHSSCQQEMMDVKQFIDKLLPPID
# PAFAH1B3 FP inh: PAFAH1B3 (human) inhibition | Q15102 | recombinant PAFAH1B3, FP-rhodamine probe, fluorescence polarization | inhibition, % at 3.39 µM | 0.28% of 340,000 active;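 active = inhibition above the screen-wide average of all tested compounds plus 3 SD, cut at about 25% in these data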;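 note: 0% = enzyme with DMSO only and 100% = wells lacking PAFAH1B3 protein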
# LYPLA2 counter: LYPLA2 (human) inhibition in PME1 counter-screen | AID 2177 | recombinant LYPLA2, FP-Rh probe fluorescence polarization | O95372 | 0.38% of 320,000 active | inhibition, % at 5.9 µM;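 active = inhibition above the screen-wide mean plus 3 SD, limit set per campaign, cut at about 26% in these data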;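 note: 0% = LYPLA2 with DMSO and 100% = wells lacking LYPLA2 enzyme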
# Target sequence (O95372 whole entry, looked up): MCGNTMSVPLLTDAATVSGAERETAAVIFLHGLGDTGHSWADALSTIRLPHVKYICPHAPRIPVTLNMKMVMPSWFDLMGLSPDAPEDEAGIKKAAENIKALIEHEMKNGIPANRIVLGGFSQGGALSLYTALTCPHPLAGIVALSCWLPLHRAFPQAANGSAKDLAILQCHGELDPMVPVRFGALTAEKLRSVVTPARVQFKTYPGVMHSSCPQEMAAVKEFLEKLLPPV
# PAFAH2 inh: PAFAH2 (human) inhibition | Q99487 | recombinant PAFAH2, FP-rhodamine activity probe, fluorescence polarization | inhibition, % at 3.39 µM | 0.99% of 340,000 active;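 active = inhibition above the mean over all tested compounds plus 3 SD, cut at about 30% in these data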;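 note: inhibitors block probe labeling of enzyme so polarization drops; 0% = enzyme with DMSO and 100% = wells lacking PAFAH2 protein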
# PAD4 FP inh: inhibitors of human PAD4; Q9UM07; recombinant PAD4, RCA probe fluorescence polarization; inhibition, % at 6.36 µM; 0.41% of 330,000 active; AID 485272;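 active = percent inhibition above a cutoff equal to the mean of all tested compounds plus 3 SD, cut at about 15% in these data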;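 note: 0% = PAD4 with RCA probe and DMSO and 100% = probe without PAD4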
# Numbers without * were called inactive; nt = no result given. Some of the compounds tested. The share of hits here may be higher or lower than overall.
SMILES,PREPL inhibitor,GSTO1 counter,PAFAH1B2 FP inh,pPAFAH FP inh,LYPLA1 counter,PAFAH1B3 FP inh,LYPLA2 counter,PAFAH2 inh,PAD4 FP inh
Cc1ccccc1CN1CCC(n2nccc2NC(=O)c2cccnc2)CC1,11,0,1,0,4,-1,0,-1,-5
CCn1nc(NS(=O)(=O)c2ccc(F)cc2)c2cc3cccc(C)c3nc21,6,2,7,12,4,3,3,4,-1
O=C(NCCCNc1ccc([N+](=O)[O-])cc1Cl)c1ccccc1F,0,4,2,3,1,0,7,6,-7
Cn1c(=O)c2c(ncn2CC(=O)OCC(=O)Nc2cccc(Cl)c2)n(C)c1=O,7,2,1,-1,1,-2,0,4,-7
N#Cc1cc2c(=O)n3ccccc3nc2n(Cc2ccco2)c1=NC(=O)c1ccco1,8,16,5,37*,-1,10,1,-6,-1
CC(C)N1CCc2c(sc(NC(=O)CCS(=O)(=O)c3ccccc3)c2C#N)C1,2,1,1,3,2,-1,9,1,6
CCn1c(Cl)c(C=O)s/c1=N\S(=O)(=O)c1ccccc1,-13,-46,2,-10,-2,-2,-4,-2,-63
Cc1ccc(C(=O)OCC(=O)NC(=O)c2cccn2C)cc1[N+](=O)[O-],5,7,6,2,-4,-1,5,-7,-2
CC(C)C(C(=O)Nc1nccs1)c1ccccc1 (centres undefined),-3,15,10,-2,-1,11,11,3,3
CC1CCC2(CC1)NC(=O)N(CC(=O)NCc1ccc3c(c1)OCO3)C2=O (centres undefined),1,0,2,4,2,-2,4,0,0
O=C(NCCc1ccccc1)C1CCN(S(=O)(=O)N2CCC3(CC2)OCCO3)CC1,8,1,-1,-3,-2,-9,3,0,2
Cc1ccc(Nc2nnc(SC3CCOC3=O)s2)cc1 (centres undefined),4,9,0,9,1,4,4,3,-2
COc1ccc(NC(=O)Cn2nc(C(F)(F)F)c3c2CCCC3)c(OC)c1,2,8,6,7,-3,1,5,1,4
Cc1nc2ccccc2n1CC(O)Cn1c2ccccc2c2ccccc21 (centres undefined),8,-3,-2,0,-3,11,-6,-8,2
Cc1noc(C)c1S(=O)(=O)N(CC(=O)NC(C)c1ccccc1)c1ccc(C(C)C)cc1 (centres undefined),-2,5,4,1,-6,5,2,-3,0
COC(=O)[C@]1(C)N[C@H](c2ccc(SC3CCCCC3)c(OC)c2)[C@@H]2C(=O)N(C)C(=O)[C@@H]21,0,1,8,6,-1,-15,-5,13,1
Cc1ccc(OCc2n[nH]c(=S)n2Cc2ccccc2)cc1,-25,2,5,-4,5,4,9,-3,-2
Cc1ccc2c(c1)C1CN(C)CCC1N2C(=S)Nc1ccc(OC(F)F)cc1 (centres undefined),-1,1,1,3,1,-3,4,2,-2
CCn1cc(CN2CCCC(C(=O)Nc3ccc(-c4nc5ccccc5[nH]4)cc3)C2)c(C)n1 (centres undefined),-19,-5,3,4,-1,-3,-5,2,-1
O=C(CSc1nc(NS(=O)(=O)c2ccccc2)cc(=O)[nH]1)Nc1ccc(F)cc1,-10,-14,-15,2,-13,-30,-31,-43,-9
Cc1cccc(NC(=O)Cc2ccc(Br)cc2)n1,-1,4,8,0,2,15,-3,-11,-4
C/C(CC(=O)N(C(C)C)C(C)C)=N\NC(=O)COc1ccc(Br)cc1Br,-5,2,6,5,-1,14,-3,14,0
COC(=O)[C@H](CC(C)C)NC(=O)NCc1ccc(Cl)cc1,0,1,10,5,1,15,11,0,2
Cc1ccc(S(=O)(=O)N2CCOCC2)cc1NC(=O)CNC(C)c1ccccc1 (centres undefined),13,nt,6,-4,nt,9,nt,4,-1
O=C(Nc1ccccc1NC(=O)NC1CCCCC1)NC1CCCCC1,5,3,-4,6,-3,1,-4,-1,-1
Cc1ccc(NC(=O)CNc2ccc(OC(C)C)cc2)cc1,3,7,4,4,2,6,5,10,0
CC(C)(C)c1ccc(C(=O)CC(=O)c2cc(Cl)ccc2O)cc1,0,26,0,-2,2,4,5,-6,-2
CC1CN(Cc2nc3c(c(=O)[nH]c(=O)n3C)n2CCCc2ccccc2)CC(C)O1 (centres undefined),-3,0,2,-2,-2,3,-9,-10,2
COc1ccc(C(CNC(=O)CCOc2ccccc2)N(C)C)cc1 (centres undefined),4,5,-2,10,3,1,2,-6,1
O=C(c1ccco1)n1nc(NCc2ccccc2)nc1NCc1ccccc1,6,-1,-1,8,0,6,-4,7,2
Cc1cc(C)c(OC2(c3ccccc3)OC(=O)c3ccccc32)c(C)c1 (centres undefined),-2,11,4,3,-4,-1,2,3,-1
CCOC(=O)c1c(C)[nH]c(C(=O)OCC(=O)N(C)c2c(N)n(Cc3ccccc3)c(=O)[nH]c2=O)c1C,6,nt,4,-3,-3,11,-1,0,-1
CN(C)C(=O)CSc1nc(-c2cccs2)c(-c2cccs2)[nH]1,-1,2,4,8,1,1,2,-8,2
NS(=O)(=O)c1ccc(CCNC(=O)C(=O)NCC2OCCN2S(=O)(=O)c2ccc(F)cc2)cc1 (centres undefined),14,-2,1,10,4,5,9,0,0
Cc1ccc(-n2cc(CNCCc3ncc(C)[nH]3)c(-c3ccc(F)cc3)n2)cc1,-27,1,4,-2,2,9,-10,-6,-4
Cc1ccc(-n2nnnc2SCC(=O)NNC(=O)c2ccco2)cc1C,0,11,7,3,2,1,2,8,1
Cc1ccc(S(=O)(=O)N2CCN(C(=O)COC(=O)C3CCC3)CC2)c(C)c1,2,7,4,8,2,7,5,2,1
CCCCC1(C)Cc2ccccc2C(=S)N1 (centres undefined),-20,-5,2,-1,-2,-8,12,6,-6
Cc1cccc(N2C(=O)CC(N(C(=O)c3ccco3)c3cccc(C)c3)C2=O)c1 (centres undefined),-5,6,5,23,1,9,2,16,-3
COc1ccc(NC(=O)CN(C)C(=O)c2cc(S(=O)(=O)N(C)C)ccc2N2CCCC2)cc1,3,11,5,7,-1,8,1,0,-1
COc1ccc(N(Cc2ccc(N(C)C)cc2)C(=O)c2ccc(S(C)(=O)=O)cc2)cc1,31,-1,1,6,5,1,4,-7,3
CC(C)=CCC/C(C)=C/CNC(=O)C[C@H]1C[C@H](C(=O)N2CCCCC2)[C@@]2(CCc3ccccc3)c3[nH]c4cc(CCC(=O)N(C)C)ccc4c3CCN2C1=O,nt,nt,5,5,nt,3,nt,-6,-4
COc1ccccc1CNc1ncnc2nc[nH]c12,-2,4,5,-5,-3,6,-3,1,6
COc1ccc(C2C(C(C)=O)=C(O)C(=O)N2CCCn2ccnc2)cc1OC (centres undefined),7,0,1,2,1,1,4,-3,-8
Cc1cccc(C)c1OCCOC(=O)c1n[nH]c2ccccc12,-23,1,-5,6,-6,0,-7,6,-3
Cc1ccccc1CSCC(=O)NC(=O)NCc1ccco1,7,10,8,24,-1,5,2,6,3
O=C(NCCNc1ccc([N+](=O)[O-])cc1)c1ccc(Cl)cc1,-6,9,-2,0,-1,-2,2,2,-2
Cn1c(=O)c(=O)n(C)c2cc(S(=O)(=O)N3CCOc4ccccc43)ccc21,2,-1,4,0,-1,5,-1,-1,-4

# Taken from the results shown (12 entries):
SMILES,PREPL inhibitor,GSTO1 counter,PAFAH1B2 FP inh,pPAFAH FP inh,LYPLA1 counter,PAFAH1B3 FP inh,LYPLA2 counter,PAFAH2 inh,PAD4 FP inh
NS(=O)(=O)c1ccc(CCNC(=O)C(=O)NCC2OCCN2S(=O)(=O)c2ccc(F)cc2)cc1 (centres undefined),14,-2,1,10,4,5,9,0,0
Cc1ccc(-n2cc(CNCCc3ncc(C)[nH]3)c(-c3ccc(F)cc3)n2)cc1,-27,1,4,-2,2,9,-10,-6,-4
Cc1ccc(-n2nnnc2SCC(=O)NNC(=O)c2ccco2)cc1C,0,11,7,3,2,1,2,8,1
Cc1ccc(S(=O)(=O)N2CCN(C(=O)COC(=O)C3CCC3)CC2)c(C)c1,2,7,4,8,2,7,5,2,1
CCCCC1(C)Cc2ccccc2C(=S)N1 (centres undefined),-20,-5,2,-1,-2,-8,12,6,-6
Cc1cccc(N2C(=O)CC(N(C(=O)c3ccco3)c3cccc(C)c3)C2=O)c1 (centres undefined),-5,6,5,23,1,9,2,16,-3
COc1ccc(NC(=O)CN(C)C(=O)c2cc(S(=O)(=O)N(C)C)ccc2N2CCCC2)cc1,3,11,5,7,-1,8,1,0,-1
COc1ccc(N(Cc2ccc(N(C)C)cc2)C(=O)c2ccc(S(C)(=O)=O)cc2)cc1,31,-1,1,6,5,1,4,-7,3
CC(C)=CCC/C(C)=C/CNC(=O)C[C@H]1C[C@H](C(=O)N2CCCCC2)[C@@]2(CCc3ccccc3)c3[nH]c4cc(CCC(=O)N(C)C)ccc4c3CCN2C1=O,nt,nt,5,5,nt,3,nt,-6,-4
COc1ccccc1CNc1ncnc2nc[nH]c12,-2,4,5,-5,-3,6,-3,1,6
COc1ccc(C2C(C(C)=O)=C(O)C(=O)N2CCCn2ccnc2)cc1OC (centres undefined),7,0,1,2,1,1,4,-3,-8
Cc1cccc(C)c1OCCOC(=O)c1n[nH]c2ccccc12,-23,1,-5,6,-6,0,-7,6,-3

# Next section:
SMILES,PREPL inhibitor,GSTO1 counter,PAFAH1B2 FP inh,pPAFAH FP inh,LYPLA1 counter,PAFAH1B3 FP inh,LYPLA2 counter,PAFAH2 inh,PAD4 FP inh
CCCNc1nc(N2CCCC2)nc(N2CCCC2)n1,-6,2,0,1,-1,10,0,-4,2
Cc1cc(NC(=O)/C(C#N)=C/c2ccc(-c3cccc(C(F)(F)F)c3)o2)n(-c2ccccc2)n1,-2,-8,-16,6,-6,-12,-4,-15,-2
Cc1cc(NC(=O)Cn2c(=O)oc3ccc(Cl)cc32)no1,-3,2,2,-1,3,3,3,4,0
COc1ccc(NC(=O)c2ccc(Cl)c(S(=O)(=O)NCC3CCCO3)c2)c(OC)c1 (centres undefined),13,5,-2,11,-2,11,1,2,1
Cc1ccc(N(C(=O)CCC(=O)Nc2nccs2)C(C(=O)NC(C)(C)C)c2ccc(O)cc2)cc1 (centres undefined),0,3,0,2,-1,2,1,1,0
CC(C)N=c1cc2n(-c3ccc(Cl)cc3)c3ccccc3nc-2cc1Nc1ccc(Cl)cc1,45*,7,-2,17,31*,10,43*,2,20*
Cc1ccc(Cn2ccsc2=NC(=O)COC(=O)C(C)C)cc1,1,7,0,5,2,4,4,-2,-1
O=C(Cc1cccc2ccccc12)N/N=C/c1ccc(OC(=O)/C=C/c2ccco2)cc1,-3,31,-8,2,-11,-11,-21,-11,-5
O=C(O)c1ccccc1C(=O)N1CCN(S(=O)(=O)c2cccc(C(F)(F)F)c2)CC1,-7,nt,5,4,nt,4,nt,3,0
O=C(O)C1CCCCC1C(=O)Nc1cc(C(F)(F)F)ccc1Cl (centres undefined),-3,0,7,2,-4,5,-4,-2,-4
Cc1ccc2oc(C(=O)Nc3nnc(C)s3)c(C)c2c1,0,2,-3,3,0,-4,-1,-3,-2
